hcGAS lum = human cGAS inhibition | Q8N884 | recombinant h-cGAS, ATP depletion, Kinase-Glo luminescence | inhibition, % at 12.5 µM | actives 0.081% (n = 290,000);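 also: 0% = vehicle reaction and 100% = reaction without DNA for no activity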
Target sequence (Q8N884 whole entry, looked up): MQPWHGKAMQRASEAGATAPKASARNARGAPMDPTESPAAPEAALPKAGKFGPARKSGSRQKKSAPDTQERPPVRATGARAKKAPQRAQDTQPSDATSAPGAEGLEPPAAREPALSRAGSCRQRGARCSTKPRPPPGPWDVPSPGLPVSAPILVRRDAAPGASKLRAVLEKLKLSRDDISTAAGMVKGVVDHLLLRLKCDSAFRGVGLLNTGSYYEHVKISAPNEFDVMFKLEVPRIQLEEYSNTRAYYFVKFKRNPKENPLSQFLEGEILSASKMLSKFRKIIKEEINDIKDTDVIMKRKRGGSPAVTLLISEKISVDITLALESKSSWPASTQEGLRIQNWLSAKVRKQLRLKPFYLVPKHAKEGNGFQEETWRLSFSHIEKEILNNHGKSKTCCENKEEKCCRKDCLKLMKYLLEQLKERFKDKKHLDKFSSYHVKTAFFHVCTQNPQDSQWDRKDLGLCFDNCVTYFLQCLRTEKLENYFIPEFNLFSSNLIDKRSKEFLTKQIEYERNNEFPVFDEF
mcGAS lum = inhibitors of mouse cGAS | inhibition, % at 12.5 µM | recombinant cGAS, Kinase-Glo ATP depletion luminescence | AID 1259399 | actives 0.15% (n = 160,000);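 also: 0% = negative control wells and 100% = reference inhibitor with no enzyme activity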
NPYLR7 agonist = activates Aedes aegypti NPYLR7 receptor; HEK293T NPYLR7/Galpha15, GCaMP6s calcium fluorescence; activation, % at 10 µM; actives 0.15% (n = 270,000); AID 1259423; in the data active = activation above about 40%;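 also: 0% = vehicle and 100% = reference agonist at the receptor; some compounds past the cut are filed as inactive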
The depositor's hits bear a star; . = no result given; & = joins results of further samples. Rule as the data show it, unless noted: active = inhibition above about 40%; inactive = the rest.

SMILES	hcGAS lum	mcGAS lum	NPYLR7 agonist
Cc1ccc(S(=O)(=O)Cc2noc([C@@H]3C[C@@H](O)CN3Cc3c[nH]c4ccccc34)n2)cc1	-7	-8	-2
C=C(C)Cn1c(=O)c2c(nc3n(Cc4ccco4)c(C)cn23)n(C)c1=O	-5	.	1
COc1ccc(NC(=O)Cn2nc(-c3ccc(C)cc3C)c3sc(C)nc3c2=O)cc1	-1	-8	4
COc1ccc(C2c3cccn3-c3ccccc3N2C(=O)CN(C(=O)Nc2ccccc2C(F)(F)F)C2CC2)cc1 (stereo not given)	-9	-3	0
O=C(c1cnccn1)N1CCN(Cc2ccc(-c3noc(-c4cccc(C(F)(F)F)c4)n3)cc2)CC1	-6	-5	7
CCOCCCNC(=O)c1cc(NC(=O)Nc2ccc(C(=O)OCC)cc2)ccc1N1CCCC1	-6	-4	-2
COCC(=O)N(Cc1ccc(F)cc1)Cc1ccccc1OS(C)(=O)=O	3	2	-1
CCOC(=O)c1nn(-c2ccccc2Cl)c(=O)cc1OS(=O)(=O)c1ccc(F)cc1	-3	-6	6
Fc1ccc(Oc2cc(N3CCN(C4CCCC4)CC3)ncn2)c(Cl)c1	-4	-10	-9
CC(CS(=O)(=O)c1nc2ccccc2s1)N1CCC2(CC1)OCCO2 (stereo not given)	-2	.	-4
N#Cc1c2c(c3c(c1NC(=O)CSc1ncccn1)CCCC3)CCCC2	4	.	10
Cc1ccc(NC(=O)N[C@@H]2C=C(C(=O)N[C@@H](CCC(=O)O)C(N)=O)C[C@@H](O)[C@@H]2O)cc1	-4	-5	-10
Cc1cccc(-c2noc(CSc3n[nH]c(=O)c4cc(-c5ccco5)nn34)n2)c1	-6	-5	.
CCC(C)N(Cc1ccc(OS(=O)(=O)c2cccc(C(F)(F)F)c2)cc1)C(=O)Nc1ccccc1F (stereo not given)	-8	-5	17
CCC1CCCCN1C(=O)c1cc(OC)ccc1O (stereo not given)	-15	.	-2
CCOC(=O)c1c(NC(=O)CCl)sc2c1CCCCC2	-7	-5	-5
Cc1ccc(CN2CCC(CN(C)Cc3cccc4c3OCO4)CC2)o1	2	.	1
Cc1noc(C)c1S(=O)(=O)N1CCc2onc(-c3cccc(F)c3)c2C1	-2	.	6
CCc1cc(N2CCN(c3ccccc3F)CC2)nc(SCc2ccc(C(=O)N3CCN(C)CC3)o2)n1	-2	-2	-3
CN(Cc1ccc(Cl)c(Cl)c1)C(=O)CCN=C1NS(=O)(=O)c2ccccc21	-1	.	-4
CC(=O)c1cccc(OCc2cc(C(=O)N(C)C(C)c3ccncn3)no2)c1 (stereo not given)	-10	.	3
Cc1nc(C)c(Cc2ccc(F)cc2)c(N2CCN(C(=O)CCc3ccccc3)CC2)n1	-8	-10	5
COc1cc2c(cc1C1CC(=O)Nc3[nH]ncc31)OCCCO2 (stereo not given)	-4	-16	1
O=C1C2C3C=CC(CC3)C2C(=O)N1/N=C\c1c(O)ccc2ccccc12 (stereo not given)	3	-1	-9

Record cards (already shown). Order of screens: hcGAS lum, mcGAS lum, NPYLR7 agonist
CC(=O)c1cccc(OCc2cc(C(=O)N(C)C(C)c3ccncn3)no2)c1 (stereo not given) is listed with -10, ., 3
CN(Cc1ccc(Cl)c(Cl)c1)C(=O)CCN=C1NS(=O)(=O)c2ccccc21 is listed with -1, ., -4
Cc1ccc(CN2CCC(CN(C)Cc3cccc4c3OCO4)CC2)o1 is listed with 2, ., 1
COc1cc2c(cc1C1CC(=O)Nc3[nH]ncc31)OCCCO2 (stereo not given) is listed with -4, -16, 1
CCC(C)N(Cc1ccc(OS(=O)(=O)c2cccc(C(F)(F)F)c2)cc1)C(=O)Nc1ccccc1F (stereo not given) is listed with -8, -5, 17

Additional records follow.
SMILES	hcGAS lum	mcGAS lum	NPYLR7 agonist
CC(=O)N1CCN(C(=O)C2(C)CCN2Cc2ccccc2OC(F)F)CC1 (stereo not given)	-12	.	2
CC(C)NS(=O)(=O)c1cc(C(=O)O)cc(-c2ccc(N3CCOCC3)cc2)c1	-10	-18	22
CCOC(=O)C1CCN(c2nc3ccccc3n3c(=O)n(CC(=O)NC(C)CC)nc23)CC1 (stereo not given)	-2	-2	1
Cc1nn(C)cc1C(C)NCc1c(C(=O)N(C)Cc2ccccc2)nc2ccccn12 (stereo not given)	-3	-4	9
COCc1nc(-c2cccc(CN3CCN(C(=O)C(CC(C)C)NC(C)=O)CC3)c2)no1 (stereo not given)	-7	-7	2
CC1CN(C)c2ccccc2N(C(=O)c2cc(C(N)=O)cs2)C1 (stereo not given)	-6	.	3
CN(C)c1ccc(C=Nc2cnn(C)c2C(N)=O)cc1	-7	-7	-3
CC(C)c1nc(N(C)S(C)(=O)=O)nc(-c2ccc(F)cc2)c1/C=C/[C@@H](O)C[C@@H](O)CC(=O)O	0&-2	.	-8&-5
Clc1ccccc1N=c1oc2ccccc2cc1-c1nc2ccccc2[nH]1	-1	.	-4
Cn1cccc1C1CCCCCN1C(=O)c1ccc(NC2CC2)nc1 (stereo not given)	-9	.	8
CCc1c(C)cc(C(=O)N2CCCC(N(C)Cc3ccccc3)C2)c(=O)n1C (stereo not given)	0	-10	2
CC(NC(N)=O)C1CC2CCC1C2 (stereo not given)	-2	.	3
O=C(CSc1ncnc2sccc12)N(C1CCCCC1)C1CCS(=O)(=O)C1 (stereo not given)	-5	.	2
O=C(Nc1cccc(F)c1)N1CCSC1c1ccc(OCc2ccccc2)cc1 (stereo not given)	-5	-6	15
CSc1nnc(SCc2cc(=O)n3cc(Br)ccc3n2)s1	-4	-6	-2
Cc1ccc2nc(C)c(NC(=O)C(C)Oc3ccccc3F)c(=O)n2c1 (stereo not given)	-11	-10	5
O=C(Nc1nc(-c2cccs2)cs1)C1Cc2ccccc2S1 (stereo not given)	-4	.	-1
C[C@@]1(C2CCCC2)Cc2cc(OCC(=O)O)c(Cl)c(Cl)c2C1=O	-7	-3	4
O=C(NCC1CCC1)N(CCC(F)(F)F)C1CCC1	-7	-7	-4
CCOC(=O)Cn1nnc2sc3c(c2c1=O)CCC(C)C3 (stereo not given)	-8	.	-3
COC(=O)c1ccc(Nc2nnc(Cc3ccc(C)cc3)c(=O)[nH]2)cc1	-5	.	11
Clc1cccc2ccc(CN3CCn4cncc4C3)nc12	1	.	133*
Cc1cc(O)cc(=O)n1CC(=O)OC1CCN(c2ccc(Cl)cn2)CC1	-2	.	-9
COc1ccc(CN(Cc2ccco2)C(=O)c2cccc(C(F)(F)F)c2)c2ccccc12	-4	-4	-7

In the list so far, these contain a COOH group.
SMILES	hcGAS lum	mcGAS lum	NPYLR7 agonist
Cc1ccc(NC(=O)N[C@@H]2C=C(C(=O)N[C@@H](CCC(=O)O)C(N)=O)C[C@@H](O)[C@@H]2O)cc1	-4	-5	-10
CC(C)NS(=O)(=O)c1cc(C(=O)O)cc(-c2ccc(N3CCOCC3)cc2)c1	-10	-18	22
CC(C)c1nc(N(C)S(C)(=O)=O)nc(-c2ccc(F)cc2)c1/C=C/[C@@H](O)C[C@@H](O)CC(=O)O	0&-2	.	-8&-5
C[C@@]1(C2CCCC2)Cc2cc(OCC(=O)O)c(Cl)c(Cl)c2C1=O	-7	-3	4

Continuation:
SMILES	hcGAS lum	mcGAS lum	NPYLR7 agonist
Cc1[nH]cnc1C(=O)N1CCC(O)(CN(C)C)C1 (stereo not given)	-3	-9	2
OC(c1cccc(F)c1)c1ncc(-c2ccc(C(F)(F)F)cc2)[nH]1 (stereo not given)	-3	.	4
CC1(Cc2ccccc2C#N)C(=O)Nc2ccc(-c3ccc4[nH]ccc4c3)cc21 (stereo not given)	2	0	1
CCN1CCc2c(sc(NC(=O)C3CC3)c2-c2nc3ccccc3s2)C1	12	6	26
CC(C(=O)NCCN(C)C)N1C(=O)CSC1c1ccc(C(F)(F)F)cc1 (stereo not given)	0	2	0
CCCN1C(=O)/C(=N\OCC(=O)N2CCC(C)CC2)c2ccccc21	-8	.	0
O=S(=O)(Cc1ccccc1)N1CCCC1c1ccccn1 (stereo not given)	-6	.	15
O=C(CCC(=O)N1CCCC(O)(CO)C1)c1ccccc1 (stereo not given)	-5	.	4
Cc1ccc(C(=O)CC2(O)C(=O)Nc3ccc(Cl)cc32)cc1 (stereo not given)	-8	.	1
Cc1nonc1C1CCCN1C(=O)c1cccc(C#CC(C)(C)O)c1 (stereo not given)	1	-6	5
COc1cc2c(cc1OC)C(C(C)NC(=O)c1ccco1)N(Cc1cccc(C)c1)CC2 (stereo not given)	3	3	-1
O=C(CCn1c(=O)[nH]c(=O)c2ccccc21)NC1COc2ccccc2C1 (stereo not given)	-7	-12	-8
CCC(CC)C(=O)N(C)c1c(C)nc2c(OCc3cccc(OC)c3)cccn12	-5	-1	7
COc1ccccc1-c1cc(C(=O)N2CCN(c3ccccc3Cl)CC2)n2nc(-c3ccccc3)cc2n1	-7&-4	-7&-6	20&6
O=C(NCCn1nc(-c2ccc(Cl)cc2)ccc1=O)NC1CCCCC1	2	-5	-3
O=S(=O)(NC1CCCCCC1)c1cc(Cl)ccc1Cl	-3	.	10
COc1ccc(C2c3cccn3CCCN2Cc2ccc(F)cc2F)cc1OC (stereo not given)	-2	-4	10
CC(Nc1ncnc2ccccc12)c1ccc(C#N)cc1 (stereo not given)	-8	-13	1
Cc1ccc(C2=N/C(=C\c3ccc(N(C)C)cc3)C(=O)O2)cc1	-3	.	-4
COc1cccc(CSc2nnc(CNC(=O)Nc3cc(OC)cc(OC)c3)n2-c2ccc(C)cc2)c1	3	0	-8
COc1ccc(OC)c(NC(=O)C2(C)CCN2Cc2ccccc2Cl)c1 (stereo not given)	-12	.	13
COc1ccc(CCNC(=O)c2cccnc2N2CCN(C(=O)[C@H](C)OC(C)=O)CC2)cc1OC	-1	-8	22
Cc1ccc(S(=O)(=O)N2CCN(c3ncnc4c3nnn4C)CC2)c(C)c1	-7	.	-1
COc1ccc(CC(=O)Nc2c3c(nn2C(C)(C)C)CSC3)cc1OC	-8	-9	-5
O=C(CCc1cc(=O)[nH]o1)N1C[C@@H]2C3CCC(CC3)[C@@H]2C1	3	-5	4
O=C1N=C2OC=C(C(=O)Nc3ccc(F)c(Cl)c3)N2CCN1	-4	.	0
Cn1cc(CN2CCC(c3n[nH]c(=O)n3Cc3ccccc3)CC2)cn1	-5	.	8
CC(C(=O)N1CCS(=O)(=O)C(C)(C)C1)c1ccc(Cl)s1 (stereo not given)	5	.	-5
O=c1[nH]nc(-c2cc(NS(=O)(=O)c3ccccc3)cc(C(F)(F)F)c2)[nH]1	-6	.	5
CCCCCc1ccc(-c2nc(C3CCC(CCCC)CC3)no2)cc1 (stereo not given)	-5	-7	-6
Cc1cc(NCCOCCO)n2nc(C)c(-c3ccc(Cl)cc3)c2n1	-12	-7	5
CCn1c(C2CCNCC2)nn(CC(=O)NC(C)c2ccc(C)cc2)c1=O (stereo not given)	-15	.	19
N#CC1(c2ccc(C(F)(F)F)cn2)C(=O)CC1(C1CC1)C1CC1 (stereo not given)	-3	.	1
CN(C)c1ccc(C(CNS(C)(=O)=O)N(C)C)cc1 (stereo not given)	-7	-8	-1
CCc1nc2ccc(C(=O)N3CCCCC3)cn2c1N(CC)CCOC	2	1	13
CN(CC1CCCNC1)C(=O)CCSCc1ccc(F)cc1 (stereo not given)	-4	-17	3
CCCCC(=O)NCCc1cc(OC)c(OC)cc1[N+](=O)[O-]	-9	.	10
CC(CNc1ccc(C(=O)Nc2nncs2)cn1)c1cccs1 (stereo not given)	-2	.	3
Cc1ccnc(Nc2nc(-c3c(C)nc4cc(C)ccn34)cs2)c1	1	-1	-8
O=C1CN(Cc2ccco2)C(=S)N1C1CC1	11	-9	0
Cc1ccccc1-c1ccc(=O)n(CC#N)n1	-3	.	12
CCOC(=O)Cc1c(C)nc2ncnn2c1N(CCCN(C)C)CCCN(C)C	-6	-5	19
CC(=O)c1ccc(OC(C)c2nc(C3CC3)no2)cc1F (stereo not given)	-4	.	-3
CSc1ccccc1NC(=O)C(C)n1ncccc1=O (stereo not given)	3	.	-1
Cc1cc(C)cc(-c2nc3ccc(C)cn3c2N)c1	-13	-11	4
Cc1ccc(Cl)cc1-n1c(SCc2nc(C(=O)N3CCC(Cc4ccccc4)CC3)cs2)nnc1-c1ccco1	-7	-6	17
CCOC(=O)C1(Cc2cccc(Cl)c2)CCCN(C(=O)c2c(CC)noc2C)C1 (stereo not given)	-7&0	-2	3&0
COCCNC(=O)c1ccc(Nc2c(Oc3ccc(F)cc3)cnn(-c3ccc(F)cc3)c2=O)cc1	-8	-5	0
COc1ccc(OC)c(/C=C2N=C(/C=C/c3ccc(Cl)cc3Cl)OC\2=O)c1	8	4	-22

Quoted at random: 4 compounds from above.
SMILES	hcGAS lum	mcGAS lum	NPYLR7 agonist
COCCNC(=O)c1ccc(Nc2c(Oc3ccc(F)cc3)cnn(-c3ccc(F)cc3)c2=O)cc1	-8	-5	0
CC(CNc1ccc(C(=O)Nc2nncs2)cn1)c1cccs1 (stereo not given)	-2	.	3
CCOC(=O)Cc1c(C)nc2ncnn2c1N(CCCN(C)C)CCCN(C)C	-6	-5	19
O=C1CN(Cc2ccco2)C(=S)N1C1CC1	11	-9	0

Screening results from PubChem.
